From PubChem
SENP7 block – inhibitors of human SENP7 protease; Q9BQF6; recombinant SENP7, Z-RLRGG-aminoluciferin luminescence, 40 min; inhibition, % at 5 µM; actives 1.5% (n = 330,000); AID 434973;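 active = inhibition above about 50% at the single test dose, limit read from the data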;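 note: plate controls were DMSO with enzyme for no effect and no enzyme buffer wells for full effect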
Target sequence (Q9BQF6 706-1050 limits assumed): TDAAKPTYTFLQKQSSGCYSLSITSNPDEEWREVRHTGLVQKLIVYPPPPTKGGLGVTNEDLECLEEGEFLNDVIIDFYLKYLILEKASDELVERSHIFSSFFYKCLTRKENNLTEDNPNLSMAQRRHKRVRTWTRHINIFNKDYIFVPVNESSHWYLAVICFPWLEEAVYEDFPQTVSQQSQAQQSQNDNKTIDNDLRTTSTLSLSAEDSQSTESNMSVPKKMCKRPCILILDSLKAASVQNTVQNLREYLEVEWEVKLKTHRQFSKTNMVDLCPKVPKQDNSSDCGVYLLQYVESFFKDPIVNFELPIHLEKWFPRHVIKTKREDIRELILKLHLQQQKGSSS
SENP1 FRET inh – blocks the human SENP1 SUMO protease catalytic domain; AID 624204; recombinant SENP1 catalytic domain, CyPet-SUMO1-YPet FRET cleavage; actives 0.21% (n = 360,000); inhibition, % at 10 µM; Q9P0U3;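 active = inhibition at least 30% at 10 µM, raw YFP signal under a set limit, fluorescence ratio 0.5 to 1.5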;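 note: 0% = enzyme with DMSO and 100% = no enzyme wells; some results filed as inactive read as strong as hits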
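Material – human SENP1 catalytic domain · Input – SENP1 enzyme, 20 pM final · Compound dosing – single concentration of 10 µM compound, 0.5% DMSO final · Timing – enzyme reaction for 50 min at room temperature, dark · Measured by – FRET fluorescence in CFP and YFP emission channels · Control set – no-enzyme wells low, DMSO-plus-enzyme wells high control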
PfGluPho inh – PfG6PD (Plasmodium falciparum) enzyme inhibition; actives 0.78% (n = 350,000); PfGluPho enzyme, NADPH resazurin-diaphorase fluorescence; inhibition, % at 20 µM;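 active = inhibition reaching at least a set limit at 20 µM in the primary screen, cut at about 59% in these data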;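 note: 0% = DMSO wells with substrate and 100% = DMSO wells lacking glucose-6-phosphate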
SENP6 inh – SENP6 protease inhibition; Q9GZR1; Recombinant SENP6 catalytic domain, aminoluciferin luminescence; inhibition, % at 10 µM; actives 1.8% (n = 330,000); AID 2599;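 active = inhibition above about 50% at the single tested dose, limit read from the data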;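 note: plate controls were DMSO wells with enzyme for no effect and DMSO wells lacking enzyme for full effect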
Target sequence (Q9GZR1 628-1112 limits assumed): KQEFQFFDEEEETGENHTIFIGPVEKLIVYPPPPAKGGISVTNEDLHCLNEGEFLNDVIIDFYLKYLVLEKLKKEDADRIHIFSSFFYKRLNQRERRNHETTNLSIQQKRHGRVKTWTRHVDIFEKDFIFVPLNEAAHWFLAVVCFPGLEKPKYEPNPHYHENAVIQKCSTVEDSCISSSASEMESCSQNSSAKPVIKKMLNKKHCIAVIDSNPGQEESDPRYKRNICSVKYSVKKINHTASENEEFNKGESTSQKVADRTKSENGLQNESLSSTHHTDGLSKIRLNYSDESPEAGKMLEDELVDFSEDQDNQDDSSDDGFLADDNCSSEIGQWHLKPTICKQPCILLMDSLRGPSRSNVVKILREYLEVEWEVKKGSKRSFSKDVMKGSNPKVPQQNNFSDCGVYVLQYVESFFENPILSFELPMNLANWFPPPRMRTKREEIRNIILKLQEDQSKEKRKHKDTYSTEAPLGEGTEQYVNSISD
HKDC1 inhibitor – HKDC1 (human) hexokinase inhibition. Q2TB90. recombinant HKDC1, G6PDH/diaphorase resazurin coupled fluorescence. inhibition, % at 20 µM. actives 0.16% (n = 340,000). AID 493160;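 active = inhibition above about 35% when tested at 20 µM, limit read from the data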;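 note: plate controls were DMSO wells with enzyme for no effect and DMSO wells lacking enzyme for full effect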
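Assay system: in-house recombinant HK5 (HKDC1) enzyme. Input: HKDC1 at 5 µg/mL. Medium: Tris pH 8.0 buffer with MgCl2, Tween-20, BSA, BME. Dosing: single 20 µM dose. Schedule: 90 min reaction incubation at room temperature, dark. Signal: resazurin-to-resorufin fluorescence via G6PDH and diaphorase coupling, 525/613 nm. Controls: DMSO-enzyme wells negative, buffer-substituted wells positive.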
SENP8 block-1 – blocks human SENP8 cleavage of Nedd8 substrate; AID 602440; recombinant SENP8, Nedd8 substrate fluorescence; actives 0.64% (n = 360,000); Q96LD8; inhibition, % at 20 µM; in the data active = inhibition mostly above about 40%, no sharp cut-off; inactive = mostly below about 27%
Target sequence (Q96LD8 whole entry, looked up): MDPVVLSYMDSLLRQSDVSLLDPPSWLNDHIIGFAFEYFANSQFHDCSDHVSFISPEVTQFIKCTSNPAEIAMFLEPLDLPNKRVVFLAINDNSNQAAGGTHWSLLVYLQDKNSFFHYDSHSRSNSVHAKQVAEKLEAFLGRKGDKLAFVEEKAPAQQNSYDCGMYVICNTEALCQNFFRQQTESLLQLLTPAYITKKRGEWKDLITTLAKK
SENP8 block-2 – SENP8 protease inhibition | Q96LD8 | purified SENP8, Z-RLRGG-aminoluciferin cleavage, luminescence | inhibition, % at 10 µM | actives 1.2% (n = 330,000) | AID 2540; in the data active = inhibition above about 50%
Apaf-1 inh – inhibitors of human Apaf-1 apoptosome; O14727; reconstituted apoptosome caspase-3 activity, DEVD-Rh110 fluorescence; inhibition, % at 20 µM; actives 0.71% (n = 330,000); active = inhibition of at least 40% at 20 µM;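 note: plate controls were DMSO wells for no effect and DEVD-CHO caspase inhibitor wells for full effect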
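Material: reconstituted apoptosome with Apaf-1, cytochrome c, caspase-9, procaspase-3, dATP; medium: pH 7.5 Hepes buffer with CHAPS, BSA, DTT; also added: cytochrome c and DEVD-Rh110 substrate; timing: 30 min plus 50 min, RT; signal: Rh110 fluorescence intensity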
NALP3 yeast inh – blocks the NALP3 inflammasome reconstituted in yeast. actives 0.39% (n = 330,000). AID 2825. inhibition, % at 10 µM. Yeast reconstituted NLRP3/ASC/caspase-1, beta-gal luminescence, 24 h;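 active = inhibition of 50% or more; inactive = inhibition below 50%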;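 note: plate controls were induced DMSO wells for no effect and uninduced yeast grown without galactose for full effect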
Active calls of the source: *; x = no result given; & = joins results of further samples.

Short keys – A = SENP7 block; B = SENP1 FRET inh; C = PfGluPho inh; D = SENP6 inh; E = HKDC1 inhibitor; F = SENP8 block-1; G = SENP8 block-2; H = Apaf-1 inh; I = NALP3 yeast inh
O=C(N/N=C/c1cccs1)C(O)c1ccccc1 (stereo not given)
  A = -4.6; B = 0.4; C = 1.8; D = -4.9; E = 0.1; F = 8.4; G = 0.0; H = -21.1; I = 14.5
CCc1ccc(NC(=O)Cn2cnc3sc(C)c(S(=O)(=O)N4CCOCC4)c3c2=O)cc1
  A = -4.8; B = 2.4; C = -5.2; D = -19.8; E = -0.1; F = 8.7; G = 6.9; H = 6.8; I = 2.7
O=C(Oc1ccc2ccccc2c1)C1CCC1
  A = -23.1; B = -1.3; C = 16.7; D = -0.3; E = 12.3; F = 3.1; G = -22.8; H = -7.0; I = 22.6
CCOCCCn1c(SCC(=O)NCc2ccco2)nc2c(sc3ccccc32)c1=O
  A = -4.0; B = -2.9; C = -4.4; D = -10.4; E = -5.9; F = -11.6; G = -5.7; H = -7.0; I = -2.9
CCN(CC)CCNC(=O)c1ccc(NC(=O)Cc2ccc(OC)c(S(=O)(=O)N3CCOCC3)c2)cc1
  A = x; B = 0.6; C = 6.4; D = x; E = -6.5; F = 11.1; G = x; H = x; I = x
Nc1ccc2nc(SCc3ccccc3F)sc2c1
  A = -1.6; B = -2.6; C = 13.2; D = 6.8; E = 10.2; F = 10.9; G = 9.2; H = -0.6; I = 51.8*
Cc1ccc(N2C(=O)CSC2c2ccc3c(c2)OCO3)cc1 (stereo not given)
  A = -5.5; B = 0.6; C = -0.9; D = -17.5; E = -7.8; F = 11.8; G = -5.6; H = -12.2; I = -40.1
Cc1ccc(NC(=S)NCCc2c[nH]c3ccccc23)cc1
  A = 2.9; B = 0.4; C = -9.0; D = 1.3; E = -3.8; F = 24.8; G = 3.7; H = -6.3; I = 6.2
C=CC[C@H](CC(=O)NCCO)C(=O)N[C@H](COC(=O)[C@@H](CC=C)Cc1ccc(F)cc1)Cc1ccccc1
  A = -10.4; B = 1.3; C = -0.9; D = -30.0; E = -2.1; F = 26.3; G = -18.8; H = 25.0; I = 15.7
CCN1C(=O)[C@H]2[C@@H](c3ccc(C)cc3)N3C(=O)N(c4ccccc4)C(=O)[C@@]3(Cc3ccccc3)[C@H]2C1=O
  A = -2.7; B = 3.3; C = -12.5; D = -10.8; E = 4.3; F = 7.2; G = -5.6; H = 3.0; I = 6.4
CC1=NN(C(=S)Nc2ccccc2)C(C)(C)C1
  A = 7.4; B = 4.0; C = -7.2; D = 17.5; E = -12.7; F = 0.0; G = 0.2; H = -1.8; I = 6.4
COc1ccc(S(=O)(=O)Nc2nc3ccccc3nc2Nc2cccc(C(=O)O)c2)cc1
  A = 6.2; B = -8.2; C = -50.6; D = -6.6; E = 3.7; F = -285.6; G = 9.8; H = 9.7; I = 14.1
Cc1cnc(C(=O)Nc2cccc3cccnc23)cn1
  A = x; B = 0.0; C = 20.2; D = x; E = -0.1; F = -2.3; G = x; H = x; I = x
C=CCOc1ccc(/C(O)=C2\C(=O)C(=O)N(CCCOC)C2c2ccc(O)c(OC)c2)cc1 (stereo not given)
  A = 4.1; B = -2.4; C = -18.2; D = -3.7; E = -6.9; F = 7.3; G = 5.8; H = -2.3; I = -1.0
CC(NC(=O)/C=C/c1ccccc1[N+](=O)[O-])C1CC2CCC1C2 (stereo not given)
  A = -2.0; B = 1.7; C = 4.8; D = 7.3; E = -0.8; F = 18.9; G = 4.2; H = 11.7; I = 18.1
CN1CCN(S(=O)(=O)c2ccc(NC(=O)c3ccc(F)cc3)cc2)CC1
  A = -0.7; B = -0.9; C = 9.7; D = -21.3; E = -2.3; F = 17.5; G = -0.3; H = -10.0; I = 10.1
CCc1cccc(C)c1NC(=O)COC(=O)CNC(=O)c1cccs1
  A = -6.0; B = 2.1; C = 4.7; D = -6.4; E = -4.7; F = 19.8; G = -2.1; H = -5.5; I = 7.7
CCOC(=O)c1c(NC(=S)Nc2cccc(C)c2)sc2c1CC(C)(C)SC2
  A = -1.0; B = -75.8; C = 30.1; D = 3.5; E = 1.7; F = 2.0; G = -1.9; H = 22.3; I = 9.9
CN(C)S(=O)(=O)c1cccc(NC(=O)COC(=O)c2cc3ccccc3oc2=O)c1
  A = 6.7; B = -2.5; C = -9.6; D = 4.5; E = -3.8; F = -129.9; G = 5.4; H = -20.2; I = 14.5
CCc1sc(C(=O)NCCCn2ccnc2)cc1Br
  A = -8.8; B = 2.7; C = 8.5; D = -3.1; E = -5.5; F = 3.1; G = -5.8; H = 6.5; I = 3.5
C(=C/c1nccc2c1[nH]c1ccccc12)/c1ccc2c(c1)OCO2
  A = x; B = -36.1; C = 19.1; D = x; E = -0.7; F = -432.4; G = x; H = x; I = x
CC(=O)N(Cc1ccc2c(c1)OCO2)C1CC(=O)N(CCc2ccccc2)C1=O (stereo not given)
  A = -1.2; B = 1.1; C = -4.6; D = -11.1; E = -12.2; F = 29.5; G = 0.1; H = 0.9; I = 22.7
CCOc1ccc(CCNC(=O)COC(=O)/C=C/c2ccco2)cc1OCC
  A = -9.1; B = 1.3; C = 4.3; D = -15.6; E = -6.1; F = -2.5; G = 5.8; H = -1.0; I = 6.3
O=C(Nc1cccc(NC(=O)c2ccc3c(c2)OCO3)c1)c1ccccc1
  A = 42.5; B = -1.0; C = 12.5; D = -6.4; E = -3.6; F = -8.5; G = 31.0; H = -3.3; I = 3.5
O=C(COc1cc(Cl)c(Cl)cc1Cl)NC(=O)NC1CCCC1
  A = -6.2; B = -0.2; C = 2.0; D = -5.8; E = 2.8; F = 25.2; G = -3.0; H = 7.7; I = 9.1
Cc1nnc2sc(SCc3ccc(Cl)cc3)nn2c1=O
  A = -0.7; B = 2.3; C = 0.6; D = -6.1; E = 9.3; F = 7.7; G = -4.2; H = -2.1; I = 26.7
CCC(=O)N1N=C(c2c(O)n(C)c(=O)n(C)c2=O)CC1c1ccccc1 (stereo not given)
  A = -3.9; B = -0.5; C = 16.6; D = -32.6; E = 3.2; F = 10.6; G = 4.9; H = -11.3; I = 10.5
NC(=O)COC(=O)c1ccc(Cl)c(S(=O)(=O)N(Cc2ccccc2)c2ccc(Cl)cc2)c1
  A = 1.4; B = 1.0; C = -0.4; D = 0.3; E = -3.7; F = 16.0; G = -4.7; H = 3.4; I = 15.7
O=C(C1CC1)N1CCc2cc(Br)cc(S(=O)(=O)NCCCN3CCCCC3)c21
  A = 1.4; B = -5.8; C = -12.8; D = -18.2; E = -5.3; F = 13.9; G = -1.9; H = 5.0; I = 2.6
CN1C(=O)C(C)(C)c2cc(S(=O)(=O)N3CCC(C(=O)Nc4ccc(Cl)cc4)CC3)ccc21
  A = -3.0; B = -3.3; C = -12.9; D = -5.5; E = 0.0; F = 14.8; G = 0.7; H = 11.8; I = 15.1
C=CCN(CC=C)S(=O)(=O)c1ccc(NC(=O)COc2ccccc2OC)cc1
  A = -8.9; B = 0.5; C = 23.3; D = 1.7; E = 3.9; F = 5.8; G = -1.5; H = 18.8; I = 10.7
COc1ccc(-c2nnc(SCC(=O)N/N=C/c3ccccc3C(=O)O)n2-c2ccc(Cl)cc2)cc1
  A = -1.8; B = 3.1; C = -23.9; D = -8.7; E = -1.3; F = 11.9; G = 3.1; H = -1.3; I = -2.8
CC(C)C[C@H](N)c1nnc(SCC(=O)Nc2ccc(Br)cc2)o1
  A = -13.4; B = 1.8; C = -4.3; D = -12.2; E = -6.7; F = 14.8; G = -13.3; H = 12.1; I = 0.4
O=C(NC1CCCCC1)c1cc([N+](=O)[O-])ccc1N1CCCC1
  A = 3.9; B = 3.3; C = 7.1; D = -3.5; E = -3.8; F = 18.9; G = -3.9; H = 12.4; I = 13.9
O=C1CCCC(=O)N1c1ccc(O)cc1
  A = 2.1; B = 1.1; C = -19.4; D = -9.8; E = -8.7; F = 9.3; G = -3.2; H = -2.5; I = 0.8
O=C(CS(=O)(=O)c1ccccc1)Nc1nccs1
  A = 4.7; B = 2.0; C = 4.9; D = 2.3; E = -5.8; F = -3.1; G = -3.0; H = -4.1; I = -3.3
CC1(C)C(=O)Nc2ccccc2N1C(=O)CSc1nnc2ccccn12
  A = -8.4; B = 2.0; C = -4.2; D = 1.4; E = 12.5; F = 15.6; G = -5.4; H = -14.0; I = -1.0
CC(C(O)c1ccc(O)cc1)N1CCC(Cc2ccccc2)CC1 (stereo not given)
  A = -12.9&-1.9; B = 1.1&2.0&0.4; C = 4.6&6.6&1.6; D = -7.1&-5.2; E = 3.6&-9.8&-4.4; F = 13.4&11.4&12.1; G = -4.0&0.1; H = 2.8&7.8; I = 25.0&22.2
CC(=O)N1CCCc2cc(S(=O)(=O)CCC(=O)N3CCN(c4ccccc4)CC3)ccc21
  A = 1.4; B = 2.9; C = -7.3; D = -9.1; E = -4.9; F = 13.7; G = -7.2; H = 10.2; I = -0.3
COc1ccc([C@H]2CC(=O)C=C(c3cc4ccccc4s3)C2)cc1OC
  A = 2.0; B = 1.5; C = 5.3; D = -15.8; E = -2.7; F = 1.1; G = 1.7; H = 8.1; I = 5.7

Some values from the results shown.
Result for CC(C)C[C@H](N)c1nnc(SCC(=O)Nc2ccc(Br)cc2)o1 under SENP6 inh: -12.2
Result for COc1ccc([C@H]2CC(=O)C=C(c3cc4ccccc4s3)C2)cc1OC under SENP8 block-1: 1.1

(further entries)
Short keys – A = SENP7 block; B = SENP1 FRET inh; C = PfGluPho inh; D = SENP6 inh; E = HKDC1 inhibitor; F = SENP8 block-1; G = SENP8 block-2; H = Apaf-1 inh; I = NALP3 yeast inh
COc1ccc(NC(=O)c2ccccc2NC(=O)CSc2ccccc2)cc1
  A = -7.3; B = 0.1; C = -22.8; D = -36.7; E = 3.5; F = 19.6; G = -11.2; H = 7.5; I = 5.3
Cn1cccc1/C=N/NC(=O)Cn1cnc2ccccc21
  A = -11.1; B = -1.7; C = -5.7; D = -13.3; E = 5.5; F = 10.7; G = -13.1; H = 8.4; I = 17.9
Cc1ccc(C)c(OCCC(=O)N2CCN(S(=O)(=O)c3cc(F)ccc3F)CC2)c1
  A = -5.0; B = -1.1; C = 6.2; D = -8.3; E = 3.7; F = -1.8; G = -13.3; H = 21.6; I = 5.0
Cc1cc(NC(=O)CSc2nnc(-c3ccc4c(c3)OCCO4)o2)no1
  A = -1.2; B = 1.3; C = -10.0; D = -12.0; E = -6.0; F = 7.2; G = -2.0; H = 0.8; I = 27.6
Cc1ccc(C(=O)COC(=O)COc2ccccc2C)cc1
  A = 4.3; B = 3.2; C = -1.2; D = 3.0; E = 1.9; F = 11.2; G = -4.6; H = 20.4; I = 18.4
CC(C)(C)NC(=O)CN1CCC(O)(c2ccc3c(c2)OCO3)CC1
  A = 0.5; B = 0.4; C = -6.4; D = 1.9; E = -7.3; F = 12.1; G = -0.2; H = -3.7; I = 0.3
O=C(NNC(=O)c1ccc2c(c1)OCO2)NC1CCCCC1
  A = 7.6; B = 0.9; C = -5.4; D = 5.8; E = -0.4; F = 18.9; G = 3.9; H = 12.3; I = 6.0
CCOC(=O)C1=C(C)NC(SC)=NC1c1ccc(OC)cc1 (stereo not given)
  A = -8.2; B = -1.4; C = 9.2; D = 1.7; E = -1.3; F = 2.2; G = 1.5; H = -9.3; I = 8.4
